Assay outcomes from PubChem.
CHRM1 antagonist: antagonists of human M1 muscarinic receptor | P11229 | CHO-K1 hM1, Fluo-8 calcium fluorescence, ACh EC80 antagonist | inhibition, % at 3 µM | actives 1.3% (n = 360,000);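 active means percent inhibition above its own plate's cutoff, namely the mean of that plate's compound wells plus 3 SD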;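 further: peak over basal fluorescence ratio during 140 s after agonist addition; 0% = ACh EC80 plus DMSO and 100% = DMSO alone without agonist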
Target sequence (P11229 whole entry, looked up): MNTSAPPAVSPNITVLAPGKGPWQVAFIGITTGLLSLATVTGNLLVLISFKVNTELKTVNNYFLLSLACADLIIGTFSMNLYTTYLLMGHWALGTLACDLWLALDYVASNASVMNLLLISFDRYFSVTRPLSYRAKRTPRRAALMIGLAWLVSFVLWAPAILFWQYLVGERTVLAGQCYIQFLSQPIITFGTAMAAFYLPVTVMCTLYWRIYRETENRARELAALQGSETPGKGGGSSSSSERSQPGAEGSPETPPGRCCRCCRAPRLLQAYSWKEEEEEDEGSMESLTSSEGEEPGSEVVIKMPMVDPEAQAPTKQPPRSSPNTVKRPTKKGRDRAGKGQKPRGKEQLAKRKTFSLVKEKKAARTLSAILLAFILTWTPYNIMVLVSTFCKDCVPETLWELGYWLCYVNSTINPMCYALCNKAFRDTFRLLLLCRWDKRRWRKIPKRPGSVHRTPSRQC
CHRM1 agonist: activates human CHRM1 receptor | P11229 | CHO-K1 hM1, Fluo-8 calcium fluorescence, agonist mode; 0% DMSO, 100% acetylcholine EC100 | activation, % at 3 µM | actives 0.33% (n = 360,000) | AID 588814;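 active means activation above the run's mean compound activation plus 3 SD, cut at about 16% in these data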;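 further: peak over basal fluorescence ratio within a 140 s kinetic read after compound addition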
CHO-K1 Ca antag: nonselective inhibitor or artifact in parental CHO-K1 cells; ATP-induced calcium, Fluo-8 fluorescence; actives 0.6% (n = 360,000); AID 602250; inhibition, % at 3 µM;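 active means inhibition above a per-plate cutoff, the plate's mean sample inhibition plus 3 SD, cut at about 24% in these data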;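 further: 0% = DMSO plus EC80 ATP and 100% = DMSO alone without ATP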
CHO parental Ca: signal in parental CHO cells, OX1R antagonist counter-screen; parental CHO-K1, ATP-induced calcium, Fluo-8 fluorescence; inhibition, % at 5.6 µM; actives 0.63% (n = 330,000); AID 463079;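 active means inhibition above that plate's mean sample inhibition plus 3 SD, cut at about 26% in these data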;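 further: 0% = ATP-challenged DMSO wells and 100% = DMSO wells without ATP; some compounds past the cut are filed as inactive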
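Test system: untransfected parental CHO cell line. Compound: one dose, 5.6 µM nominal. Detection: intracellular calcium via Fluo-8 no-wash fluorescent dye. Measure: % inhibition. Benchmarks: ATP-challenged DMSO wells low, unchallenged DMSO wells high.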
CHO-K1 Ca ag: M1 agonist counterscreen hit in parental CHO-K1 cells | Fluo-8 calcium fluorescence; scaled to maximal ATP response, vehicle zero | activation, % at 3 µM | actives 0.48% (n = 360,000); in the data active means activation above about 15%;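 further: untransfected CHO-K1 host cells lacking M1 receptor as counterscreen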
TAAR1 antagonist: antagonists of human TAAR1. Q96RJ0. CHO RD-HGA16 TAAR1, Fluo-8 calcium fluorescence, antagonist. inhibition, % at 3 µM. actives 1.5% (n = 360,000). AID 624466;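 active means inhibition above a per-plate cutoff, the mean inhibition of test compounds on that plate plus 3 SD, cut at about 49% in these data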;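 further: 0% = DMSO plus EC80 beta-PEA response and 100% = DMSO alone without agonist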
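Test system: hTAAR1-expressing CHO RD-HGA16 cells, Gα16-coupled; Probe or stimulus: EC80 β-phenethylamine stimulus; Compound dosing: single nominal final test compound concentration of 3 µM; Timing: 140 s kinetic read after compound, 140 s after agonist; Signal: Fluo-8 calcium-sensitive fluorescence; Measure: % inhibition of agonist calcium response; Controls: DMSO and EC80 PEA controls.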
M1 PAM parental: nonselective activator or artifact in parental CHO-K1 calcium assay; AID 602247; ATP EC20, Fluo-8 calcium fluorescence; 0% at ATP EC20, 100% at ATP max; actives 0.02% (n = 360,000); activation, % at 3 µM;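 active means activation above the run cutoff, the mean activation of all test compounds plus 3 SD, cut at about 40% in these data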;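 further: peak over basal fluorescence ratio in a 140 s read after ATP addition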
OXTR potentiate: potentiates the human oxytocin receptor response; CHO-OTR cells, Fluo-8 calcium fluorescence, potentiator mode; 0% = oxytocin EC15, 100% = EC100; activation, % at 3 µM; actives 0.061% (n = 320,000);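 active means activation above that plate's cutoff, the mean activation of tested compounds plus 3 SD, cut at about 6.6% in these data, passing the limit was not always enough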;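 further: 100% uses oxytocin at 75 nM as the full agonist control; some results filed as inactive read as strong as hits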
Target sequence (P30559 whole entry, looked up): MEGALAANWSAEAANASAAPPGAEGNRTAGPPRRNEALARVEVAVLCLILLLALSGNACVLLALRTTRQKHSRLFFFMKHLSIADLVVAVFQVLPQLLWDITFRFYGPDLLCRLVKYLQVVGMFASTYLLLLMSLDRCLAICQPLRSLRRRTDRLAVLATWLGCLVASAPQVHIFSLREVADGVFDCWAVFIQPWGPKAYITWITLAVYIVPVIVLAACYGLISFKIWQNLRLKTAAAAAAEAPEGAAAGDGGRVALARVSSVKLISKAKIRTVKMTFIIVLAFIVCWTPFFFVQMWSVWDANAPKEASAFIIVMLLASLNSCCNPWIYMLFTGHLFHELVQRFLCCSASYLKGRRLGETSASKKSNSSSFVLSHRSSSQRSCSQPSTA
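Assay system: CHO cell line stably expressing human OTR | Also added: Oxytocin at about EC15, sub-maximal agonist stimulus | Times: Compound 6 min at room temperature before oxytocin, 100 s read | Measured by: Fluo-8 intracellular calcium fluorescence, ex 470-495, em 515-575 nm | Controls: EC15 oxytocin alone as 0%, 75 nM oxytocin as 100%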
TAAR1 agonist: agonists of human TAAR1. activation, % at 3 µM. CHO RD-HGA16 TAAR1, Fluo-8 calcium fluorescence; vehicle wells 0%, saturating PEA agonist 100%. AID 624467. actives 0.99% (n = 360,000);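 active means activation above the mean activation of all test compounds in the run plus 3 SD, cut at about 38% in these data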
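Test system: RD-HGA16 (CHO) cells co-expressing Gα16 and hTAAR1; dosing: one-point dosing at 3 µM (nominal); timing: 17-24 h seeding, 75 min 37 °C dye, 30 min RT; signal: kinetic Fluo-8 calcium fluorescence; read-out basis: % activation relative to PEA EC100 response; controls: DMSO and PEA EC100; replicates: n 1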
* = called active by the depositor; . = not tested or not shown; & = joins results of further samples.

SMILES	CHRM1 antagonist	CHRM1 agonist	CHO-K1 Ca antag	CHO parental Ca	CHO-K1 Ca ag	TAAR1 antagonist	M1 PAM parental	OXTR potentiate	TAAR1 agonist
CN(C(=O)c1cc2sccc2n1C)C1CCCCC1	-9	-7	-16	-19	0.6	-9	20	-7	18
CC(C)C[C@@H](CNCC(=O)[C@H](C)NC(=O)c1[nH]cnc1C(=O)N[C@H](CN)CC(C)C)NC(=O)c1nc[nH]c1C(=O)N[C@@H](C)C(=O)O	-10	-4	-16	.	1.1	3	26	.	4
Cc1ccc(C(=O)N/N=C\c2ccccn2)cn1	-11	-4	-11	-5	0.7	-17	9	-10	1
O=c1cc(-c2ccccc2)nc(SCc2ccccc2)[nH]1	-14	-4	5	-1	0.0	-8	-4	-7	4
Cc1c(NC(=O)C(C)OC(=O)c2cccnc2)c(=O)n(-c2ccccc2)n1C (stereo not drawn)	7	-5	1	-5	3.4	-17	8	-4	11
Clc1ccc(N2CCCCCC2)nn1	-12	-4	1	1	0.0	-2	5	-6	4
O=C(C1CCN(S(=O)(=O)c2cccc3cccnc23)CC1)N1CCc2ccccc21	4	0	-8	-26	3.6	27	16	-4	23
COC(=O)c1ccc(C(=O)Nc2ccc(N)cc2N)cc1	2	2	8	15	0.8	-9	-2	-7	1
CC(OC(=O)[C@@H]1CCCN1C(=O)c1cccs1)C(=O)Nc1cccc([N+](=O)[O-])c1 (stereo partly drawn)	8	5	-9	2	8.1	66*	-16	-10	9
COc1ccc(N(C(=O)CNC(=O)c2ccco2)C(C(=O)NCC2CCCO2)c2ccc(OC)c(OC)c2)cc1 (stereo not drawn)	3	-4	-8	1	-0.4	-5	8	-2	-1
CCOc1ccc(OCC)c(NC(=O)CCCN2C(=O)c3cccnc3C2=O)c1	-3	-5	-1	-11	-0.2	2	6	1	16
CN(C)CCNc1cccc2sc3ccc(O)cc3c(=O)c12	-1	-9	3	.	1.6	-1	6	.	5
CC(C)n1c(O)c(/C=C2\C=NN=C2c2ccccc2)sc1=S	-4	-4	-12	-22	0.1	-16	9	-10	-1
CC(C)Cc1ccc(-c2cc3nc(NCCOc4ccccc4)ccn3n2)cc1	-6	-3	0	.	0.0	-14	4	.	14
Cc1cc(Cl)cc(C)c1OCCNCc1ccccc1	-7	-2	-12	-11	4.2	-8	24	-10	16
COC(=O)Cn1cnc2ccccc2c1=O	-2	-3	-11	-2	0.1	-7	2	-2	9
COc1ccccc1-n1c(SCC(=O)NC2CCS(=O)(=O)C2)nc2ccccc2c1=O (stereo not drawn)	-9	-1	3	-13	0.6	-7	16	-1	1
Cc1cccc(NC(=O)COc2ccc(Br)cc2/C=N/O)c1	8	-6	9	-11	1.8	35	2	-8	18
COc1ccc(/C=N\NC(=O)CNC(=O)C(c2ccccc2)c2ccccc2)cc1[N+](=O)[O-]	-9	-6	-6	-14	0.4	32	21	-11	1
COC(=O)C1=C(CN2CCc3ccccc32)NC(=O)NC1c1cc(C)ccc1C (stereo not drawn)	-32	-3	-7	-21	1.1	-1	20	-6	6

A few values from above.
For CHO-K1 Ca antag, `CN(C)CCNc1cccc2sc3ccc(O)cc3c(=O)c12` is entered as 3
For CHRM1 agonist, `Cc1ccc(C(=O)N/N=C\c2ccccn2)cn1` is entered as -4
For CHRM1 agonist, `Clc1ccc(N2CCCCCC2)nn1` is entered as -4
For CHO-K1 Ca antag, `COC(=O)C1=C(CN2CCc3ccccc32)NC(=O)NC1c1cc(C)ccc1C` (stereo not drawn) is entered as -7

Two records picked at random from those above:
SMILES	CHRM1 antagonist	CHRM1 agonist	CHO-K1 Ca antag	CHO parental Ca	CHO-K1 Ca ag	TAAR1 antagonist	M1 PAM parental	OXTR potentiate	TAAR1 agonist
Cc1c(NC(=O)C(C)OC(=O)c2cccnc2)c(=O)n(-c2ccccc2)n1C (stereo not drawn)	7	-5	1	-5	3.4	-17	8	-4	11
Cc1cccc(NC(=O)COc2ccc(Br)cc2/C=N/O)c1	8	-6	9	-11	1.8	35	2	-8	18

The list continues.
SMILES	CHRM1 antagonist	CHRM1 agonist	CHO-K1 Ca antag	CHO parental Ca	CHO-K1 Ca ag	TAAR1 antagonist	M1 PAM parental	OXTR potentiate	TAAR1 agonist
Cc1ccc(CC2CC(=O)N(c3ccc(Cl)cn3)C2=O)cc1 (stereo not drawn)	-11	0	-6	-8	0.1	-2	20	-8	3
COc1ccc(C(=O)Nc2cc(C(C)=O)c(/C=C/N(C)C)oc2=O)cc1	7	2	-10	0	3.6	16	15	-4	25
COc1nc(-c2ccncc2)nc2ccccc12	4	-5	-4	-27	0.7	-12	17	-2	1
Cc1ccc(/C=C/c2nnc(-c3cccc(C)c3)o2)cc1	-2	-3	-6	-12	0.2	-23	19	-4	0
OCCN(CCO)CC(O)COc1ccc(Br)cc1 (stereo not drawn)	-16&-12	-4&-1	-11&-11	-6&-2	0.8&3.3	-23&-20	15&27	-1&4	2&1
Cc1cccc(C(C)C)c1NC(=O)COC(=O)c1cccc(S(=O)(=O)N2CCc3ccccc3C2)c1	2	-1	-4	-10	1.1	17	11	-10	2
S=C(c1ccccc1)N1CCN(c2ccccc2)CC1	-1	-4	-5	.	-0.4	-8	-6	.	3
Cc1n(CC(O)COCc2ccccc2)c2ccccc2[n+]1C (stereo not drawn)	-13	-5	-10	-9	0.1	-4	-5	-6	3
CCC(C)NC(=O)CO/N=C/c1ccccc1OC(F)F (stereo not drawn)	1	-4	-16	-8	1.5	4	25	-10	3
O=C(O)CCN1C(=O)c2ccc(NC(=O)c3ccco3)cc2C1=O	-11	-3	-3	1	1.4	-2	14	-13	6
CC1(C)CC(NC(=O)c2cc(S(=O)(=O)N3CCOCC3)ccc2Cl)CC(C)(C)N1	-7	-5	-19	1	0.7	-1	12	-2	1
CCOC(=O)C1CCCCN1Cc1cc(Cl)ccc1O (stereo not drawn)	-18	-4	-18	-9	0.6	15	21	4	2
COC(=O)C1CCN(C(=O)CN2C(=O)NC(CC(C)C)C2=O)CC1 (stereo not drawn)	-9	-2	-5	1	-0.1	-19	6	-6	-1
CCCCNC(=S)N(C)N=C1CCC(c2ccccc2)CC1 (stereo not drawn)	-1	-5	-13	0	0.9	-29	15	-11	4
NS(=O)(=O)c1ccc(N2CCN(C(=O)C3COc4ccccc4O3)CC2)nc1 (stereo not drawn)	-9	2	13	.	0.2	4	-27	.	0
CC(C)c1cc(NCc2ccccn2)n2c(nc3ccccc32)c1C#N	8	-2	-9	-8	0.5	-2	9	-2	1
CCOc1ccc(NC(=O)c2cccc(NC(C)=O)c2)cc1S(=O)(=O)N1CCCC1	8	-3	6	.	0.2	-22	-11	.	2
Clc1ccc2[nH]c(-c3ccccc3)cc2c1	14	-5	0	0	-0.1	0	-4	-13	3
CS(=O)(=O)N1CCN(c2ccccc2F)CC1	-9	-2	-8	-13	0.4	8	23	-5	0
Cc1cccc(NC2=NCC(=O)N2CCc2ccccc2)c1	6	-2	1	-12	2.3	51*	14	-7	86*
CC(=O)N1CCOc2ccc(S(=O)(=O)N3CCC(C(=O)NCc4ccc(C)cc4)CC3)cc21	-5	-9	-14	-1	1.5	-10	18	8	0
COc1cc2c(cc1OC)C(c1ccccc1)CC2=O (stereo not drawn)	-6	-5	15	13	5.4	6	-15	-6	1
CCOc1ccc(N(C)S(=O)(=O)c2cc(-c3cc(C)no3)ccc2OC)cc1	5	-4	-9	-12	2.7	15	0	-14	1
CC(C)Cn1c(N)c(C(=O)CSc2nc3ccccc3n2C)c(=O)n(C)c1=O	-6	-4	-14	-13	1.1	-7	21	-6	3
COc1ccccc1-n1cc2ccc([N+](=O)[O-])cc2n1	-4	-5	12	-12	1.5	-10	-12	3	4
O=C(c1ccco1)N1CCN(c2ncnc3scc(-c4ccc(Cl)cc4)c23)CC1	4	-7	5	.	0.5	-6	2	.	1
COC(=O)C1C(c2ccc(OC)cc2)NC(=O)NC1(O)C(F)(F)Cl (stereo not drawn)	-8	-2	-16	-4	0.0	4	13	-17	3
CCOc1ccc(-c2cn(S(=O)(=O)c3cccc4nsnc34)nc2N)cc1	-34	-9	-14	-11	-1.2	-3	18	-9	6
Cn1nccc1C(=O)NC(=S)Nc1sc2c(c1C#N)CCCCC2	-9	-1	-1	14	0.0	5	15	-13	13
Cc1ccc(S(=O)(=O)N2CCC(C(=O)Nc3cccnc3)CC2)cc1	-18	-1	3	-11	1.1	-3	15	0	0
Cc1cc2ccccc2nc1SCC(=O)N1CCCC1	-8	-6	-4	-7	0.0	-1	7	0	6
O=C(C[n+]1cccc(NC(=O)c2ccccc2)c1)c1cccc([N+](=O)[O-])c1	-6	-10	-2	-4	0.9	-2	19	-4	0
COc1ccc(Oc2cccc(Cl)c2CNC(=O)CCC(=O)O)cc1	26	-3	7	-15	5.2	-7	-5	2	4
CCOc1cccc(C(=O)Nc2nnc(-c3ccco3)s2)c1	-17	-2	-14	-7	-0.1	-1	3	-5	6
Cc1cccc(N2CCN(c3ccc(N4C(=O)CCCC4=O)cc3[N+](=O)[O-])CC2)c1C	-4	-6	3	-7	0.3	8	20	-1	2
COc1ccc2[nH]c3c(c2c1)CCN1C(=O)C(CC(=O)NCCN2CCOCC2)C[C@H](C(=O)N2CCOCC2)[C@@]31C (stereo partly drawn)	-11	-2	-1	0	0.2	3	2	.	0
C[C@H](CO)N1C[C@H](C)[C@@H](CN(C)Cc2ccc(C(=O)O)cc2)Oc2c(NS(=O)(=O)c3ccccc3)cccc2C1=O	-6	-2	-17	-6	0.2	0	13	5	11
CCc1ccc(-c2cnc3nc[nH]c(=O)c3n2)cc1	-5	-3	-4	-10	-0.3	-2	5	-1	-2
O=C(NC1CCCC1)c1cc2c(=O)n3ccccc3nc2s1	5	-6	-15	-16	1.0	5	11	-5	6
CC1(c2ccc(Cl)cc2)NC(=O)N(CC(=O)N2CCc3ccccc32)C1=O (stereo not drawn)	9	39*	-6	-3	19*	73*	8	-13	97*
Cc1c(C(=O)NN)[nH]c2ccc([N+](=O)[O-])cc12	1	1	8	-18	26*	20	-5	-13	6
Nc1ncnc2c1ncn2[C@@H]1O[C@H](C(=O)NCCCN2CCCC2=O)[C@@H](O)[C@H]1O	-38	-1	11	.	-0.4	-11	2	.	1
Clc1c(CSc2nc3ccccc3o2)nc2ccccn12	-18	-4	-3	-7	2.5	-7	12	0	9
